Screens from PubChem BioAssay.
HIV fusion peptide: inhibitors of HIV fusion peptide binding, primary screen, biochemical, uHTS, fluorescence dequenching (AID 1986); cell-free peptide binding, fluorescence dequenching, 30 min; higher % means a stronger effect; one-dose inhibition, % at 20 µM; IC50 in µM for titrated hits; 0.3% of 290,000 active; in the data active = inhibition mostly above about 52%, no sharp cut-off; inactive = mostly below about 76%; also: some results filed as inactive read as strong as hits
Large T inhibition: SV40 large T antigen inhibitors, biochemical (AID 1903). inhibition, % at 20 µM, or IC50 in µM where a hit was titrated. 0.39% of 310,000 active. SV40 large T antigen ATPase/helicase inhibition assay; higher % means a stronger effect; in the data active = a potency from the dose series; inconclusive = inhibition mostly from about 32% at the one dose, without a potency; inactive = the rest, 99 in 100 with inhibition below about 32%; also: strong numbers were not always called active
GPR35 antagonists: GPR35 antagonists blocking zaprinast-driven arrestin recruitment, primary screen, imaging, U2OS, beta-arrestin-GFP, zaprinast agonist (AID 2058) | U2OS GPR35 beta-arrestin-GFP translocation imaging, zaprinast antagonism; higher % means a stronger effect | G-protein coupled receptor 35 (Homo sapiens) | inhibition, % at 10 µM, or IC50 in µM where a hit was titrated | 0.052% of 290,000 active;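 active = inhibition of at least 50% with at least 30 cells and total cytoplasm GFP at most 10,000,000; inconclusive = under 30 cells or total GFP of 10,000,000 plus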
GPR55 LPI antagonism: GPR55 antagonists blocking LPI-driven arrestin recruitment, primary screen, imaging, U2OS, beta-arrestin-GFP, LPI agonist (AID 2013). 0.13% of 290,000 active. U2OS GPR55 beta-arrestin-GFP translocation imaging, LPI antagonism; higher % means a stronger effect. G-protein coupled receptor 55 (Homo sapiens). inhibition, % at 10 µM, or IC50 in µM where a hit was titrated;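 active = spots per cell inhibited over 60%, with over 100 cells counted and total cytoplasm intensity under 500,000; inconclusive = wells with under 100 cells, flagged as likely toxic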;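 also: U2OS cells stably carrying GPR55 and arrestin-GFP stimulated by 5 µM LPI near EC80; imaged beta-arrestin-GFP aggregate spots per cell after agonist stimulation; plate controls were LPI-stimulated DMSO wells for no effect and DMSO wells without LPI for full effect; some results filed as inactive read as strong as hits; confirmed hits need IC50 under 10 µM and bright autofluorescent wells are also inconclusive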
RSV antiviral HEp-2: RSV antiviral activity via CPE protection, HEp-2 cells, primary 10 µM value included (AID 2391); CPE inhibition, % at 10 µM, or IC50 in µM where a hit was titrated; 0.13% of 310,000 active; HEp-2 cells, RSV-induced CPE inhibition; higher % means a stronger effect; in the data active = a potency from the dose series; inconclusive = CPE inhibition mostly from about 23% at the one dose, without a potency; inactive = the rest, 99 in 100 with CPE inhibition below about 21%; also: strong numbers were not always called active
Rac1 GTP hydrolysis: MgcRacGAP GTPase-activating activity inhibitors, confirmation, biochemical, ADP Hunter fluorescence. Rac GTPase-activating protein 1 (Homo sapiens). MgcRacGAP-stimulated Rac1 GTP hydrolysis, ADP Hunter fluorescence; higher % means a stronger effect; GST-tagged Rac1 F28L mutant substrate. inhibition, % at 30 µM, or IC50 in µM where a hit was titrated. 0.6% of 340,000 active. AID 624330, 2012;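 active = first-screen hits whose inhibition reached a set limit at any dose in the follow-up dose series; inconclusive = inhibition above the set first-screen limit but never retested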;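 also: fluorescence reports GDP produced by GAP-driven GTP hydrolysis; strong numbers were not always called active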
Salmonella PhoP GFP: inhibitors of PhoP regulon expression, primary screen, Salmonella Typhimurium, GFP reporter (AID 1863). S. Typhimurium PhoP-regulated promoter GFP reporter, 4 h; higher % means a stronger effect. inhibition, % at 50 µM, or IC50 in µM where a hit was titrated. 0.16% of 300,000 active;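 active = inhibition over 29.93%, a cutoff 3 SD above the screen mean, later confirmed by dose response; inconclusive = inhibition over 29.93% but no dose response follow-up; inactive = inhibition at most 29.93% or unconfirmed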;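 also: 0% = low Mg2+ inducing control and 100% = high Mg2+ repressing control; strong numbers were not always called active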
UTI89 phage lysis: inhibition of K1F phage lysis, E. coli UTI89, bacterial capsule biogenesis inhibitors, alamar blue (AID 488966) | E. coli UTI89 K1F phage lysis, alamar blue, 2 h; higher % means a stronger effect | one-dose inhibition, % at 100 µM; IC50 in µM for titrated hits | 0.02% of 340,000 active;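 active = phage lysis inhibition, versus mean bacterial control, above a set limit; inconclusive = no clear call, values can overlap the other calls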;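 also: capsule biogenesis inhibitors block K1F phage lysis so surviving cells raise fluorescence; higher fluorescence means more inhibition of phage lysis; actives were called in the ten point dose series up to 300 µM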
NS5 inhibitors: Dengue-2 NS5 methyltransferase inhibitors, primary screen, biochemical, confirmation dose response (AID 588689) | 0.3% of 340,000 active | Genome polyprotein (Dengue virus type 2 (strain 16681-PDK53)) | one-dose inhibition, % at 25 µM; IC50 in µM for titrated hits | Dengue-2 NS5 methyltransferase capping enzyme assay, biochemical; higher % means a stronger effect; in the data active = a potency from the dose series; inconclusive = inhibition above about 29% without an active follow-up result
* marks the source's active call; other numbers are inactive results; u = inconclusive; x = no result given; & = joins results of further samples; [ ] = another dose, or the depositor's remark. The list is partial; count on the stated rates, not on these rows.

SMILES | HIV fusion peptide | Large T inhibition | GPR35 antagonists | GPR55 LPI antagonism | RSV antiviral HEp-2 | Rac1 GTP hydrolysis | Salmonella PhoP GFP | UTI89 phage lysis | NS5 inhibitors
CCC(=NCC1CCCO1)c1c(O)n(-c2ccccc2C)c(=O)[nH]c1=O (stereo unspecified) | -1.5% | 9% | -12% | 38% | 1.8% | -6% | -5% | -1.4% | -3%
CC(=O)c1c(O)n(-c2cccc(Cl)c2)c(=O)[nH]c1=O (tested in a mixture with another compound) | 11% | 12% | 4% | 3% | 2.3% | 4% | -4% | 0.3% | -32%
CCCCn1c(NC(=O)c2ccc(Br)o2)c(C(=O)OCC)c2nc3ccccc3nc21 | 2.2% | 3% | 1% | -7% | 1.6% | 7% | 5% | -0.4% | -38%
CN(C)C1(CNC(=O)c2cc(S(=O)(=O)N3CCOCC3)c(Cl)cc2Cl)CCCCC1 | x | 6% | x | x | -2.6% | 11% | -6% | 0.7%[50 µM] | -9%
Clc1ccc(COC(Cn2ccnc2)c2ccc(Cl)cc2Cl)cc1 (stereo unspecified) | -3.1% | 20% | -19% | 37% | 8.9% | 4% | 5% | 1.3% | -2%
CC(Cc1ccccc1)/[N+]([O-])=C\c1ccc(C(F)(F)F)cc1 (stereo unspecified) | x | 11% | x | x | -0.8% | 8% | 5% | 0.4% | 6%
COc1ccc(C(c2c(O)c3ccccc3oc2=O)c2c(C)n(C)n(-c3ccccc3)c2=O)cc1 (stereo unspecified) | 1.2% | 9% | 11% | 1% | 1.6% | 4% | 2% | 1.0% | -3%
CN(C)C(=O)Oc1cccc(NC(=O)c2ccccc2C(F)(F)F)c1 | 0.2% | 22% | 0% | -1% | 0.7% | 13% | 0% | -0.1% | 4%
COC(=O)C1=C(c2ccc(OC(F)(F)F)cc2)C[C@@H]2CC[C@H]1N2C(=O)NCCCOC(C)C | x | x | x | x | 0.6% | 8% | x | 1.8% | -8%
C1=NCCc2c1[nH]c1ccccc21 | x | 9% | x | x | 52% | 11% | x | 0.2% | 3%
CC(=NCC1CCCO1)c1c(O)n(-c2ccc(Cl)cc2)c(=O)[nH]c1=O (stereo unspecified) | -0.9% | 10% | -2% | 1% | 0.0% | 0% | -1% | 0.0% | -4%
O=C(c1ccc2c(c1)OCO2)C1CCCN(Cc2ccccn2)C1 (stereo unspecified) | -1.1% | 17% | 18% | 15% | -1.2% | 8% | -4% | 0.0% | -13%
Cc1ccc(/C=C2/C(=O)NC(=O)N(Cc3ccc(F)cc3)C2=O)o1 | 11% | 6% | -7% | 73% | x | x | x | x | x
Cc1ccc2nc(-c3ccncc3)cc(C(=O)N3CCC4(CC3)OCCO4)c2c1 | -1.5% | 0% | 2% | -8% | 0.1% | 4% | -4% | 0.4% | 3%
O=c1[nH]c(=S)[nH]c(O)c1CN1CCCCC1 | 1.1% | 9% | -5% | 0% | 3.4% | 1% | -3% | 0.7%[50 µM] | -6%
Cc1ccc(-n2nc(C)c3c2NC(=O)CSC3c2ccc3c(c2)OCO3)cc1 (stereo unspecified) | 0.6% | 9% | -2% | 0% | 9.2% | -1% | 5% | -0.1% | x
COP(=O)(/C=C(\Cl)c1ccccc1)/C=C(\Cl)c1ccccc1 | 0.2% | 10% | 1% | 17% | 2.8% | 11% | 2% | 0.3% | -1%
COC1=CC(=O)OC(/C=C/c2ccccc2)C1 (stereo unspecified) | 2.5% | 9% | -7% | -3% | -0.5% | -2% | 6% | 1.3% | 1%
COC(=O)C1=C(c2ccc(F)cc2F)C[C@@H]2CC[C@H]1N2C(=O)NC1Cc2ccccc2C1 | x | x | x | x | 1.6% | 7% | x | -3.8% | -2%
CCOc1ccccc1NC(=O)N1CCC2(CC1)OCCO2 | 2.0% | 0% | 14% | 0% | 1.5% | 7% | -9% | 1.6%[50 µM] | -8%

The closing 2 records of the section before are carried over, then new ones follow:
SMILES | HIV fusion peptide | Large T inhibition | GPR35 antagonists | GPR55 LPI antagonism | RSV antiviral HEp-2 | Rac1 GTP hydrolysis | Salmonella PhoP GFP | UTI89 phage lysis | NS5 inhibitors
COC(=O)C1=C(c2ccc(F)cc2F)C[C@@H]2CC[C@H]1N2C(=O)NC1Cc2ccccc2C1 | x | x | x | x | 1.6% | 7% | x | -3.8% | -2%
CCOc1ccccc1NC(=O)N1CCC2(CC1)OCCO2 | 2.0% | 0% | 14% | 0% | 1.5% | 7% | -9% | 1.6%[50 µM] | -8%
COc1ccc(OC)c(N=Cc2c(O)n(Cc3ccccc3)c(=S)[nH]c2=O)c1 | 4.5% | 6% | -3% | -11% | x | 4% | -33% | 0.2% | u
CN(C)c1ccc(CN2CC=C(c3ccc(F)cc3)CC2)cc1 | 14% | 9% | -10% | 13% | -1.5% | 7% | 15% | 5.5% | 1%
Cc1ccc(C[n+]2c(-c3ccc(C)cc3)cc(-c3ccc(C)cc3)cc2-c2ccc(C)cc2)cc1 | x | 21% | x | x | -4.8% | 18% | x | -17% | 4%
CC(=O)c1cn(Cc2ccc(C#N)cc2)c2ccccc12 | 0.0% | 29% | 6% | -10% | 2.3% | 4% | -2% | 1.0% | -1%
Cc1ccccc1-[n+]1c(-c2ccccc2)cc(-c2ccccc2)cc1-c1ccccc1 | x | 5% | x | x | 5.0% | 9% | x | -0.8% | 0%
COc1ccc(CNCCc2c[nH]c3ccccc23)c(OC)c1OC | -1.8% | 14% | 8% | 11% | -0.1% | -4% | -4% | 0.9% | -12%
O=C(c1ccc(Cl)cc1)C1CCCN(Cc2cccc3cccnc23)C1 (stereo unspecified) | -0.4% | x | 24% | 20% | 0.1% | -2% | x | 0.2% | -5%
O=C1NCCN2CCCC12 (stereo unspecified) | -2.2% | 4% | -3% | -3% | 1.3% | 1% | -4% | -0.8% | -7%
Cc1cccc(CNCCc2ccccc2)n1 | 1.1% | 10% | -8% | 0% | 0.6% | 5% | 5% | 1.6%[50 µM] | -2%
Cc1cccc(OCCn2cccc2/C=C2/C(=O)NC(=O)N(Cc3ccco3)C2=O)c1 | 42% | 30% | 4% | -1% | x | x | -2% | x | x
COC(=O)C1=C(c2cccc(C#N)c2)C[C@@H]2CC[C@H]1N2C(=O)NCC1CC1 | x | x | x | x | 0.7% | 7% | x | -0.2% | 6%
O=c1c2ccccc2nc(-c2ccccc2)n1-c1cccc(O)c1 | 5.5% | 2% | -9% | 2% | 0.3% | 12% | -4% | -0.2% | 7%
CCCCn1c(O)c(C(=O)/C=C/c2c[nH]c3ccccc23)c(=O)[nH]c1=O | 98%* | 5% | 3.1µM* | 28% | 15% | 16% | -1% | -1.3% | -52%
COC(=O)C1=C(c2ccc(OC(F)(F)F)cc2)C[C@@H]2CC[C@H]1N2C(=O)NC(C)C | x | x | x | x | -0.1% | 0% | x | 1.2% | 1%
Cc1ccc2c(c1)C1CN(C)CCC1N2C(=O)c1cn(-c2ccccc2)nc1-c1ccccc1 (stereo unspecified) | -1.9% | 9% | 12% | 32% | -4.0% | 8% | 0% | 0.7% | 0%
Cc1cccc(-n2c(O)c(/C=N/N3CCOCC3)c(=O)[nH]c2=S)c1 | 5.4% | 10% | -4% | 7% | 1.6% | 6% | -2% | 2.0% | 2%
O=C(NC1CC1)C1CSC(c2cccnc2)=N1 (stereo unspecified) | 1.1% | 4% | -1% | 21% | -1.0% | 9% | -13% | 3.6% | 2%
CC(Cc1cnccn1)NCc1c(C(=O)N2CCCCCCC2)nc2ccc(Cl)cn12 (stereo unspecified) | 1.0% | 19% | 16% | 6% | 0.1% | 7% | -7% | -0.1% | -10%
COC(=O)C1C(OC(=O)c2ccccc2)CC2CCC1N2C (stereo unspecified) | -0.9% | 1% | -13% | 2% | 0.2% | -2%&0% | -2% | 0.4%&2.5% | -14%&1%
CC(N)C(=O)OC(C)(C)Cc1ccc(Cl)cc1 (stereo unspecified) | x | 16% | x | x | -0.1% | 0% | -7% | 6.5% | 1%
O=C(CN1CCCCC1)c1ccc(F)cc1 | -0.4% | 14% | -8% | -2% | 2.2% | 0% | -9% | 0.4% | -12%
CCn1cc(C(=O)N2CCCCC2)c2ccccc21 | -3.7% | 5% | 4% | 9% | -0.3% | 3% | -15% | 2.6% | 0%
Cc1cccc(NP(=O)(Oc2ccccc2)Oc2ccccc2)c1C | 0.8% | 3% | -3% | 5% | 14% | -15% | -10% | -0.6% | 2%
CCC(=O)OC1(c2ccccc2)CCN(C)CC1C (stereo unspecified) | -2.2% | 12% | 24% | -5% | 2.0% | x | 0% | x | x
CCCNC(=O)N1[C@H]2CC[C@@H]1C(C(=O)OC)=C(c1cccc(Cl)c1)C2 | x | x | x | x | 0.3% | 3% | x | 0.4% | -6%
COc1ccc(C2CC(c3c(O)n(CCc4ccccc4)c(=O)[nH]c3=O)=NN2)cc1OC (stereo unspecified) | 16% | 20% | -14% | -14% | 0.9% | 13% | 2% | 3.6% | 0%
COc1ccc(-n2c(C)cc(C(=O)C[N+]34CCN(CC3)CC4)c2C)cc1 | -0.3% | 26% | -7% | -22% | 2.6% | -4% | -1% | 0.2% | -6%
O=c1[nH]c(=S)n(C2CC2)c(O)c1/C=N/Nc1cccc2ccccc12 | 19% | 22% | 17% | 5% | 3.3% | 15% | 22% | 13% | 19%
CCN1CCN(c2nc3c(c(=O)[nH]2)CCC3)CC1 | -1.7% | 4% | 8% | -2% | -0.2% | -2% | 11% | -1.8% | 10%
Cn1c(O)c(N=Nc2cccc(S(=O)(=O)N3CCOCC3)c2)c(=O)n(C)c1=O | 0.4% | 6% | 2% | -2% | 0.3% | 6% | -4% | 0.3% | 4%
COc1cccc(CCNCc2ccc(SC)cc2)c1 | -1.3% | 25% | -3% | 8% | 0.3% | 21% | 23% | 2.7%[50 µM] | -3%
CCOC(=O)[C@@H]1[C@H]2COc3ccc(Br)cc3[C@@H]2N2C(=O)N(c3cccc(C)c3)C(=O)[C@]12C | 0.3% | 5% | 4% | 10% | 4.6% | 2% | -4% | 0.4% | -2%
CCOP(=O)(C#CC(C)(C)C)C(O)(c1ccccc1)C(F)(F)F (stereo unspecified) | 0.8% | 12% | -6% | -5% | 1.6% | 13% | -3% | 0.1% | -5%
